Compound activity deposited in PubChem by National Center for Advancing Translational Sciences (NCATS).
aSyn yeast rescue = qHTS of alpha-syn Inhibitors: NCGC Sytravon Library Screen; actives 0.02% (n = 94,000); Potency, µM (doses to about 46.1 µM), without a hit: at the highest dose growth rescue (activation), actives largely listed as activators; AID 1347070, 2019; S. cerevisiae alpha-synuclein toxicity rescue, BacTiter-Glo growth, 24 h; active means well fitted activation curve with a large enough effect; further: 0% is about no effect
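Growth restoration measured by BacTiter-Glo luminescence after 24 hr at 30 deg C; alpha-synuclein yeast, raffinose-pregrown to mid-log, were added at OD600=0.02 in galactose medium onto pinned compounds.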
An asterisk follows results filed as active. Potency means the concentration at half of the fitted maximal effect. These rows are one share of the data, so the mix of outcomes need not match the whole.

What do the screens show for `CC1CN(C(=O)Cn2c(=O)oc3ccccc32)CC(C)O1` (configuration not stated)?
aSyn yeast rescue: 0%

What do the screens show for `CC(C)Oc1ccc(CNC(=O)c2cnc3sc(N4CCCCCC4)nn3c2=O)cc1`?
aSyn yeast rescue: -2%

How did CCCn1cc(S(=O)(=O)c2cccc(Cl)c2)c(=O)c2cc(F)c(N3CCCC3)cc21 do in these assays?
aSyn yeast rescue: 6%

Results for O=C(CNC(=O)c1ccc2c(c1)OCO2)N/N=C/c1cc(Br)ccc1O ?
aSyn yeast rescue: 7%

Results for CC1(C)CN2C(=O)c3ccccc3C2(C)S1 (configuration not stated) ?
aSyn yeast rescue: 0%

Results for O=C(Nc1ccc2oc(-c3ccc4ccccc4c3)nc2c1)c1cc(Br)ccc1Cl ?
aSyn yeast rescue: -6%

How did COc1ccc(Cc2nc3ccccc3n2Cc2ccccc2C)cc1 do in these assays?
aSyn yeast rescue: 6%

What do the screens show for `COCCNC(=O)CSc1nc2cc3c(cc2c(=O)n1CCCC(=O)NCCc1ccc(OC)c(OC)c1)OCO3`?
aSyn yeast rescue: 1%

What do the screens show for `O=C(COC(=O)c1cccc(S(=O)(=O)N2CCCC2)c1)Nc1ccccc1`?
aSyn yeast rescue: -5%

Results for COc1ccc(S(=O)(=O)N2CCC(C(=O)N[C@@H](C)C(=O)NCc3cccnc3)CC2)cc1 ?
aSyn yeast rescue: 0%

How did Cc1oc2ncn(CC(C)C)c(=O)c2c1C(=O)NCCc1ccccc1 do in these assays?
aSyn yeast rescue: -10%

What do the screens show for `Cc1ccc(NC(=O)C(=O)NCc2ccc(/C=N/NC(=O)c3c(C)nc4ccccn34)o2)cc1`?
aSyn yeast rescue: 19%

What do the screens show for `COCCN(C(=O)CSc1nncn1-c1ccccc1)c1c(N)n(Cc2ccccc2)c(=O)[nH]c1=O`?
aSyn yeast rescue: 9%

What do the screens show for `Cc1cccc(N2CCN(C(=O)c3ccc4c(c3)N(Cc3ccccc3)C(=O)c3ccccc3S4(=O)=O)CC2C)c1` (configuration not stated)?
aSyn yeast rescue: 5%

Results for CCCn1c2ccccc2c2cnn(CC(=O)N3CCN(c4ccccc4F)CC3)c(=O)c21 ?
aSyn yeast rescue: -12%

What do the screens show for `O=C(NCc1ccccc1Cl)C1CCN(C(=O)N2CCOc3ccccc32)CC1`?
aSyn yeast rescue: 8%

Results for Cc1nn(S(=O)(=O)c2ccc(C(C)(C)C)cc2)c(C)c1S(=O)(=O)N1CCCCCC1 ?
aSyn yeast rescue: 1%

What do the screens show for `CCCCC(Sc1nc2cc3c(cc2c(=O)n1CCCC(=O)NCc1ccc(OC)cc1)OCO3)C(=O)OCC` (configuration not stated)?
aSyn yeast rescue: -10%

How did N#C/C(=C\c1cc2ccccc2nc1N1CCCCC1)C(N)=O do in these assays?
aSyn yeast rescue: 0%

What do the screens show for `CCCc1cc(=O)n2[nH]c(NC(=O)c3ccc(C(C)(C)C)cc3)nc2n1`?
aSyn yeast rescue: -10%

Results for COC(=O)c1ccccc1NS(=O)(=O)c1ccc(NC(C)=O)cc1 ?
aSyn yeast rescue: -8%

What do the screens show for `O=C(O)c1ccc(-n2cccc2/C=N\NC(=O)c2cc3cc(Br)ccc3o2)cc1`?
aSyn yeast rescue: -1%

How did COc1ccc(NS(=O)(=O)c2ccc(Oc3c(C#N)cccc3C#N)cc2)cc1 do in these assays?
aSyn yeast rescue: 5%

Results for COc1ccc2cc([C@H](C)C(=O)N(C)Cc3ccccc3N3CCCC3)ccc2c1 ?
aSyn yeast rescue: 9%

How did CCOC(=O)c1cnn2c(N)c(C#N)cnc12 do in these assays?
aSyn yeast rescue: -4%

Results for COc1ccccc1N(C)S(=O)(=O)c1ccc(Cl)c(C(=O)Nc2cccc(C)n2)c1 ?
aSyn yeast rescue: 9%

How did Cc1ccn2c(=O)nc(SCC(=O)N3CCC(C)CC3)nc2c1 do in these assays?
aSyn yeast rescue: -6%

What do the screens show for `COc1ccc(/C=C/C(=O)C2(O)CCCCC2)cc1`?
aSyn yeast rescue: -1%

Results for CC(Oc1ccccc1F)C(=O)NCC1(N2CCOCC2)CCCCC1 (configuration not stated) ?
aSyn yeast rescue: -10%

How did COc1cc(-c2ccno2)ccc1S(=O)(=O)N1CCN(c2ccc(C(C)=O)cc2)CC1 do in these assays?
aSyn yeast rescue: 2%

Results for Cc1cc(OCC(=O)N(Cc2cccs2)C2CCS(=O)(=O)C2)ccc1Cl (configuration not stated) ?
aSyn yeast rescue: 0%

How did Cc1cc(C)c(NC(=O)Cn2c(=O)n(CCC(=O)N3CCc4ccccc4C3)c(=O)c3ccccc32)c(C)c1 do in these assays?
aSyn yeast rescue: -8%

How did O=C(Cn1c(=O)n(-c2ccccc2)c(=O)c2sccc21)NCc1ccccc1 do in these assays?
aSyn yeast rescue: -1%

How did CC(C)Sc1nnc(-c2c[nH]c3ccccc23)n1C do in these assays?
aSyn yeast rescue: 4%

Results for O=C(Nc1ccc(Cl)cc1)c1ccc2c(c1)N(Cc1ccccc1)C(=O)c1ccccc1S2(=O)=O ?
aSyn yeast rescue: 3%

Results for Cc1ccc(Cc2c(-c3ccc(Cl)cc3)nc3cc(C)ccn23)cc1 ?
aSyn yeast rescue: -4%

What do the screens show for `O=C1CN(C(=O)c2cccc(S(=O)(=O)N3CCCC3)c2)c2ccccc2N1`?
aSyn yeast rescue: 7%

Results for COc1ccc(C(=O)NCC(c2cccs2)S(=O)(=O)c2cccs2)cc1 (configuration not stated) ?
aSyn yeast rescue: 9%

Results for CN(Cc1ccccc1)S(=O)(=O)c1nnc(NC(=O)c2cccc(Cl)c2)s1 ?
aSyn yeast rescue: -10%

Results for COc1ccc(NC(=O)Cn2c(=O)n(-c3ccc(OC)cc3)c(=O)c3sc4ccccc4c32)cc1 ?
aSyn yeast rescue: -8%

In the list so far, five have an aryl thioether with sulfur outside any ring:
What do the screens show for `COCCNC(=O)CSc1nc2cc3c(cc2c(=O)n1CCCC(=O)NCCc1ccc(OC)c(OC)c1)OCO3`?
aSyn yeast rescue: 1%

What do the screens show for `COCCN(C(=O)CSc1nncn1-c1ccccc1)c1c(N)n(Cc2ccccc2)c(=O)[nH]c1=O`?
aSyn yeast rescue: 9%

What do the screens show for `CCCCC(Sc1nc2cc3c(cc2c(=O)n1CCCC(=O)NCc1ccc(OC)cc1)OCO3)C(=O)OCC` (configuration not stated)?
aSyn yeast rescue: -10%

How did Cc1ccn2c(=O)nc(SCC(=O)N3CCC(C)CC3)nc2c1 do in these assays?
aSyn yeast rescue: -6%

How did CC(C)Sc1nnc(-c2c[nH]c3ccccc23)n1C do in these assays?
aSyn yeast rescue: 4%

More records.
Results for C[C@H]1CN([C@@H](C)CO)C(=O)c2cc(-c3cccc(C(=O)N(C)C)c3)cnc2O[C@H]1CN(C)C(=O)Cc1ccccn1 ?
aSyn yeast rescue: -10%

How did CCOCCCNC(=S)NC1CC2CCC(C1)N2Cc1ccccc1 (configuration not stated) do in these assays?
aSyn yeast rescue: 6%

Results for Clc1ccc(-c2nc3c4ccccc4ccn3c2Cc2ccccc2)cc1 ?
aSyn yeast rescue: -14%

Results for O=C(O)c1cccc(NC2=C(N3CCOCC3)C(=O)c3ccccc3C2=O)c1 ?
aSyn yeast rescue: 2%

Results for CC(=O)c1ccc(NC(=O)CN2C(=O)c3cccnc3Sc3ccccc32)cc1 ?
aSyn yeast rescue: 0%

Results for O=C(O)c1cc(O)ccc1N=Nc1ccccc1 ?
aSyn yeast rescue: -1%

Results for NC(=O)CSc1nc2cc(Cl)ccc2c(=O)n1C1CCCCC1 ?
aSyn yeast rescue: 7%

Results for CC1CCN(S(=O)(=O)c2ccc3c(c2)oc(=O)n3CC(=O)O)CC1 ?
aSyn yeast rescue: -5%

Results for CCCNC(=O)Cn1c2ccccc2c2nc(=O)cc(C)n21 ?
aSyn yeast rescue: 1%

Results for CCOC(=O)c1cc2c(=O)n3ccccc3nc2n(CC(C)C)c1=NC(=O)COc1ccc(Cl)cc1 ?
aSyn yeast rescue: -2%

Ordered by SMILES length (rising): 3 of the compounds above
Results for O=C(O)c1cc(O)ccc1N=Nc1ccccc1 ?
aSyn yeast rescue: -1%

Results for Clc1ccc(-c2nc3c4ccccc4ccn3c2Cc2ccccc2)cc1 ?
aSyn yeast rescue: -14%

Results for CC(=O)c1ccc(NC(=O)CN2C(=O)c3cccnc3Sc3ccccc32)cc1 ?
aSyn yeast rescue: 0%

The results go on:
How did CCCCCC(=O)N1C[C@@H](n2cc(-c3ccc(F)cc3)nn2)[C@H](O)C[C@@H]1c1ccc(Cl)cc1 do in these assays?
aSyn yeast rescue: 2%

Results for CN1N=C2c3ccccc3CCC2C1c1ccc(Cl)cc1 (configuration not stated) ?
aSyn yeast rescue: 12%

What do the screens show for `COc1ccc(NC(=O)c2oc3ccc(S(=O)(=O)N4CCCCC4)cc3c2C)cc1Cl`?
aSyn yeast rescue: -5%

How did Cc1ccc(N2CCN(c3nc4ccc(C(=O)c5ccccc5)cc4n4cnnc34)CC2)c(C)c1 do in these assays?
aSyn yeast rescue: -6%

What do the screens show for `CCOc1ccccc1-c1noc(CSc2nnc(-c3ccccc3)n2-c2ccc(OC)cc2)n1`?
aSyn yeast rescue: 2%

Results for COc1ccc(CNC(=O)C(C)N2CCN(c3ccc(C(C)=O)cc3)CC2)cc1 (configuration not stated) ?
aSyn yeast rescue: -7%

What do the screens show for `COc1ccc(CNc2ncnc3ccccc23)cc1`?
aSyn yeast rescue: 1%

What do the screens show for `COC(=O)Cc1ccc(NC(=S)N2CCN(c3cc(Cl)ccc3C)CC2)cc1`?
aSyn yeast rescue: -7%

Results for CCOCCCNC(=O)c1cn(CC)c2ccc(S(=O)(=O)N3CCc4ccccc4C3)cc2c1=O ?
aSyn yeast rescue: 4%

How did COC(=O)c1ccc2c(=O)n(CCCCCC(=O)NCc3ccc(OC)cc3)c(=O)[nH]c2c1 do in these assays?
aSyn yeast rescue: -5%

Results for CSc1cccc(NC(=O)C2CCN(c3ncnc4c3nc3n4CCCCC3)CC2)c1 ?
aSyn yeast rescue: -4%

Results for COc1ccc(NC(=S)N2CCN(Cc3ccc(C)cc3)CC2)cc1 ?
aSyn yeast rescue: 5%

How did Cc1ccc(CCNC(=O)c2cc3n(n2)CCCN(Cc2ccc(C)cc2)C3=O)cc1 do in these assays?
aSyn yeast rescue: -6%

What do the screens show for `CCc1ccc(-c2cn3c(n2)sc2cc(C(=O)NCC(C)c4ccccc4)ccc23)cc1` (configuration not stated)?
aSyn yeast rescue: 2%

What do the screens show for `Cc1ccc(C)c(NC(=O)c2ccc(=O)n(Cc3ccc(F)cc3)c2)c1`?
aSyn yeast rescue: 1%

Results for Cc1cccc(NC(=O)CSc2nnc(CNC(=O)c3cccc(C)c3)n2-c2ccccc2)c1 ?
aSyn yeast rescue: 0%

How did CC1C(=O)N(Cc2cn(Cc3ccco3)nn2)CCS(=O)(=O)N1Cc1ccc(-c2cccc(CO)c2)cc1 (configuration not stated) do in these assays?
aSyn yeast rescue: 6%

Results for CCCn1c(SCC(=O)Nc2ccc(NC(=O)CC)cc2)nc2c1c(=O)n(C)c(=O)n2C ?
aSyn yeast rescue: -2%

How did CC1CCc2c(sc(NC(=O)c3ccccc3)c2C(=O)Nc2ccccc2)C1 (configuration not stated) do in these assays?
aSyn yeast rescue: 9%

Results for CN(C(=O)C1CCCCC1)C1CCS(=O)(=O)C1 (configuration not stated) ?
aSyn yeast rescue: -11%

Results for CCCN(C(=O)CSCC(=O)Nc1ccc(OC)cc1)c1c(N)n(Cc2ccccc2)c(=O)[nH]c1=O ?
aSyn yeast rescue: -1%

What do the screens show for `CCOc1cccc(/C=C/c2ccc3cccc(O)c3n2)c1O`?
aSyn yeast rescue: 9%

Results for CCOc1ccccc1CNC(=O)Cn1c(=O)c2cccn2c2ccc(F)cc21 ?
aSyn yeast rescue: -16%

What do the screens show for `CCN(c1cccc2ccccc12)S(=O)(=O)c1ccc(Cl)nc1`?
aSyn yeast rescue: 1%

How did COc1cccc(/C=N/n2c(-c3cc(C)[nH]n3)n[nH]c2=S)c1 do in these assays?
aSyn yeast rescue: -7%

Results for CCOc1ccc(NS(=O)(=O)c2ccc3[nH]cc(C(=O)N4CCCC4)c(=O)c3c2)cc1 ?
aSyn yeast rescue: -2%

What do the screens show for `CC(=O)c1cccc(NC(=O)c2c(N3CCCC3=O)c3cc(F)ccc3n2C)c1`?
aSyn yeast rescue: -7%

Results for O=C(NCCc1ccccc1)c1n[nH]c(=O)c2ccccc12 ?
aSyn yeast rescue: -13%

Results for CCN(CC)S(=O)(=O)c1ccc(N2CC(C(=O)NCc3ccco3)CC2=O)cc1 (configuration not stated) ?
aSyn yeast rescue: -6%

How did N/C(=N\c1nc2ccccc2o1)NC(=O)c1ccc([N+](=O)[O-])cc1 do in these assays?
aSyn yeast rescue: -1%

Reprinted from the part before: 2 compounds, followed by the next part.
Results for CCN(CC)S(=O)(=O)c1ccc(N2CC(C(=O)NCc3ccco3)CC2=O)cc1 (configuration not stated) ?
aSyn yeast rescue: -6%

How did N/C(=N\c1nc2ccccc2o1)NC(=O)c1ccc([N+](=O)[O-])cc1 do in these assays?
aSyn yeast rescue: -1%

Results for CCOc1ccc(-c2cc(C(=O)NCCc3ccc(Cl)cc3)c3ccccc3n2)cc1 ?
aSyn yeast rescue: -3%

How did COc1ccccc1-n1ccnc(SCC(=O)NC2CCCC2)c1=O do in these assays?
aSyn yeast rescue: -1%

How did COc1ccc(N(CC(=O)NCCc2ccccc2)S(=O)(=O)c2ccccc2)c(OC)c1 do in these assays?
aSyn yeast rescue: 3%

What do the screens show for `CCNC(=O)c1cnc2sc(N3CCCCCC3)nn2c1=O`?
aSyn yeast rescue: -1%

Results for O=C(CCCn1c(=O)oc2ccccc21)Nc1ccccc1 ?
aSyn yeast rescue: -16%

How did COC(=O)c1ccccc1NC(=O)c1cn2c3c(ccc(Cl)c3c1=O)OC(C)C2 (configuration not stated) do in these assays?
aSyn yeast rescue: 0%
